Pol kappa inh: DNA polymerase kappa (human) inhibition; Q9UBT6; purified Pol kappa, fluorescent DNA synthesis assay, 10 min; Potency, µM (series often up to 107 µM), for the others: at the highest dose activity, negative = inhibition, hits mostly inhibitors; 400,000 tested, 0.53% active; further: potency means the concentration at half of the fitted maximal effect; on the % scale 0 is the no-effect control and ±100 the full control effect
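First, compounds were pin-transferred onto 10 nM Pol kappa. After 15 min at room temperature, substrate was added to 50 nM final. Fluorescence was then measured kinetically at 0 and 10 min.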
POLI inh: inhibitors of human DNA polymerase iota; Q9UNA4; Pol iota fluorescent replication assay, 10 min; Potency, µM (titrated, usually from 115 µM), without a hit: top-dose activity, negative = inhibition, hits mostly inhibitors; 390,000 tested, 1% active; AID 588590; further: potency means the concentration at half of the fitted maximal effect
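Fluorescent replication assay read twice, at 0 min and 10 min after adding 50 nM (final) substrate. Enzyme (10 nM) and compounds were first incubated 15 min at room temperature; enzyme-free buffer wells were negative controls.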
Glioma ERSR ind: induces the endoplasmic reticulum stress response in human glioma cells | U87-MG GRP78 promoter luciferase reporter, 16 h | Potency, µM, inactives show at the highest dose activation, most hits filed as activators | 420,000 tested, 0.02% active | AID 602332; further: potency means the concentration at half of the fitted maximal effect; series mostly up to about 76 µM; % of control where 0% means no effect; nearly all actives have a fitted effect of over 35% in size
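Stably transfected U87-MG glioma cells carrying a GRP78-based luciferase sensor; 16 h compound incubation. Luminescence end-point read 10 min after Bright-Glo addition at room temperature.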
Pol eta inh: DNA polymerase eta (human) inhibition | recombinant Pol eta, fluorescent DNA replication assay | Potency, µM (highest dose often 114 µM), for inactives: at the highest dose activity change, negative = inhibition, hits mostly inhibitors | 390,000 tested, 1.2% active | Q9Y253; further: potency means the concentration at half of the fitted maximal effect; on the % scale 0 is the no-effect control and ±100 the full control effect
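Pol eta (10 nM) was preincubated with compounds for 15 min at room temperature, after which fluorescent replication substrate (50 nM final) was added to start the reaction. Fluorescence was read kinetically at 0 and 10 min.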
LDHA inh: LDHA (human) enzyme inhibition; P00338; purified LDHA, NADH/diaphorase-resazurin fluorescence; hits give low values; activity change, % (values are at about 110 or 230 µM); 480,000 tested, 0.15% active; in the data active means activity change below about -30%; inconclusive means mostly about -25% to -30%;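 further: plate controls were DMSO wells for no effect and wells without enzyme for full effect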
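LDH5 2 nM; NADH 0.06 mM, pyruvate 0.2 mM; 200 mM Tris pH 7.4, EDTA, Tween-20; 5 min RT. Detection: diaphorase 0.133 mg/mL + resazurin 37 µM, fluorescence ex540/em590 at 0 and 20 min; normalized to enzyme-free and DMSO wells.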
Anesthetic bind: candidate novel general anesthetic via apoferritin binding; P02791; apoferritin/1-aminoanthracene competitive binding, fluorescence; Potency, µM (highest dose often 77.5 µM), without a hit: top-dose activity change, negative = displacement, hits mostly inhibitors; 350,000 tested, 0.074% active; further: potency means the concentration at half of the fitted maximal effect; on the % scale 0 is the no-effect control and ±100 the full control effect; nearly all actives have a fitted effect of over 20% in size
Target sequence (P02791 2-175 limits assumed): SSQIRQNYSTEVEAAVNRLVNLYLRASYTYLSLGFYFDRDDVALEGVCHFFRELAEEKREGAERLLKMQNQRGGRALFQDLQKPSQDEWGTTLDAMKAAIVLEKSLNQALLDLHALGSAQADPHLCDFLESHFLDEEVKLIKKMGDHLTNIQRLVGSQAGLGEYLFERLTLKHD
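Steps: apoferritin (10 uM) was premixed with half-saturated 1-AMA in PBS, compounds were pin-transferred, plates stood 10 min at room temperature, fluorescence was read at 380/535 nm, and curves were fitted with a Hill equation.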
BLM helicase inh: inhibitors of human Bloom syndrome helicase BLM; Potency, µM (series often up to 56.1 µM), for inactives: top-dose activity change, negative = inhibition, actives largely listed as inhibitors; P54132; recombinant BLM DNA unwinding, fluorescence dequenching; 350,000 tested, 0.2% active; AID 2528;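 further: potency means the concentration at half of the fitted maximal effect; plate controls were vehicle for no effect and no enzyme for full effect; nearly all actives have a fitted effect of over 35% in size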
APEX1 inh: blocks human APE1 abasic DNA cleavage. P27695. recombinant APE1, TAMRA/BHQ-2 abasic DNA cleavage fluorescence. Potency, µM (titrated, usually from 65.8 µM), inactives show at the top dose activity change, negative = inhibition, usual class: inhibitors. 350,000 tested, 0.35% active;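 further: potency means the concentration at half of the fitted maximal effect; plate controls were vehicle for no effect and reference inhibitor for full effect; nearly all actives have a fitted effect of over 55% in size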
Target sequence (P27695 whole entry, looked up): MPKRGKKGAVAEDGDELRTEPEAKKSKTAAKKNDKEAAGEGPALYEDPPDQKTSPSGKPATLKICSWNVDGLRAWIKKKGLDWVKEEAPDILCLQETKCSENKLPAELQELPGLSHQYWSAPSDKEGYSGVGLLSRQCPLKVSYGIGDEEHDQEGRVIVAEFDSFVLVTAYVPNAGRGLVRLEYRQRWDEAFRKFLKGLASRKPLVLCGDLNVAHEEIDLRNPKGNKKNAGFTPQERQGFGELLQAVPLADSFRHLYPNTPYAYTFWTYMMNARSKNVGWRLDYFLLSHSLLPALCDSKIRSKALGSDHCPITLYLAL
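Kinetic fluorescence read (525 ex/598 em nm, three reads 60 s apart) of AP-site incision; signal = third minus first read. Enzyme 0.75 nM, dual-labelled THF duplex 50 nM, compound preincubation 15 min RT.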
POLB inh: DNA polymerase beta (human) inhibition | Potency, µM (series often up to 114 µM), inactives show at the highest dose activity change, negative = inhibition, usual class: inhibitors | 340,000 tested, 1.3% active | AID 485314 | Pol beta primer extension/strand displacement, fluorescence kinetic; further: potency means the concentration at half of the fitted maximal effect; on the % scale 0 is the no-effect control and ±100 the full control effect
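Enzyme-only controls used 10 nM Pol beta; buffer lacking enzyme served as negative control. Compound preincubated 15 min, then 50 nM substrate added; 0 and 10 min reads at room temperature.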
The depositor's hits bear a star; ? = inconclusive; nt = not tested or not shown; [ ] = another dose, or the depositor's remark. Unless noted, the call rests on the fitted dose curve; in most records, active means well fitted curve in the direction sought with a large enough effect; inconclusive means small, poorly fitted or top-dose-only effect, or another doubt; inactive means no such curve, though single readings can be large; an effect the other way counts as inactive or inconclusive. These rows are one share of the data; count on the stated rates, not on these rows.

SMILES	Pol kappa inh	POLI inh	Glioma ERSR ind	Pol eta inh	LDHA inh	Anesthetic bind	BLM helicase inh	APEX1 inh	POLB inh
O=C1NC(=S)S/C1=C\c1ccc(SCc2ccccc2)o1	25µM*	7.9µM*	3%	18µM*	-6	-16%	-1%	?	14µM*
CC(=O)N1c2ccc(S(=O)(=O)N3CCC(C(=O)N4CCCCC4)CC3)cc2CC1C (stereo unspecified)	0%	56%[activator]	-3%	-16%	2	-4%	-1%	26%	11%
CCCCn1nnnc1SCC(=O)Nc1sc2c(c1C#N)CCCC2	-11%	9%	-4%	-19%	2	?	-13%	-3%	0%
Cc1noc(Cn2c(=O)c3ccccc3n(CC(=O)Nc3cccc(Cl)c3C)c2=O)n1	-23%	32%[activator]	-2%	-15%	11	-1%	-4%	nt	2%
Brc1ccc(-c2nnc3sc(CN4CCN(c5ccccc5)CC4)cn23)cc1	3%	4%	-4%	-6%	3	-8%	-2%	-1%	0%
CSCCC(Nc1ncnc2ccc(Br)cc12)C(=O)O (stereo unspecified)	-3%	-4%	-2%	-7%	0	-6%	1%	-4%	-3%
COc1ccc(C2c3cc(OC)c(OC)cc3CCN2C(=O)c2cccc([N+](=O)[O-])c2)cc1OC (stereo unspecified)	13%	31%	-1%	-15%	1	-17%	-10%	-9%	16%
Nc1ncc(O)c(N)n1	-4%[60.1 µM]	nt	-6%	nt	nt	-4%	7%	-3%	nt
C/C=C/C(=O)Nc1cccc(C(F)(F)F)c1	1%	-5%	-1%	-16%	0	-8%	-7%	-2%	1%
COc1ccccc1NC(=O)C(C)OC(=O)C1CCN(S(=O)(=O)c2ccc(C)c(C)c2)CC1 (stereo unspecified)	-1%	7%	-4%	-4%	0	nt	nt	6%	nt
O=C(O)c1cnccn1	3%	-16%	-2%	-9%	-4	9%	-6%	15%	1%
Cn1cc(C(=O)c2ccc(Cl)cc2Cl)cc1C(=O)N/N=C(\N)COc1ccc(Cl)cc1	-24%	2%	-4%	-10%	-15	6%	-9%	-4%	9%
C=CCNC(=O)C1CC(=O)N(c2ccc(OCC(=O)Nc3c(C)cccc3C)cc2)C1 (stereo unspecified)	-4%	38%[activator]	2%	-22%	0	-6%	-4%	-7%	3%
Cc1ccc(-n2c(COCC(=O)O)nc3cccnc32)cc1	-4%[60.1 µM]	8%	-3%	-9%	-10	14%	0%	nt	32%
Cc1nc(SCC(=O)N(C)C2CCS(=O)(=O)C2)c2ccccc2n1 (stereo unspecified)	1%	-18%	-4%	3%	-3	nt	nt	4%	nt
CCc1noc(C)c1C(=O)Nc1nc(-c2cc(C)ccc2C)c(C)s1	-14%	5%	-3%	4%	-8	-19%	-4%	1%	24%
Cc1c(O)ccoc1=O	6%	24%	1%	-14%	2	3%	0%	2%	6%
CN1C=CC=C/C1=C1\SC(=S)N(N)C1=O	5%	152%[activator]	-2%	-16%	-5	-8%	-9%	-1%	?
COc1ccccc1NOC(=O)CCOc1ccccc1	-13%	-6%	6%	-19%	-5	nt	nt	nt	nt
CCOC(=O)c1ccc(NC(=O)CSc2ncccn2)cc1	-2%	-14%	4%	-18%	-23	4%	2%	11%	10%
Cn1cccc1C(=O)N1CCC2(CCCN(Cc3ccc(C#N)cc3)C2)CC1	9%[60.1 µM]	nt	-4%	nt	nt	nt	5%	6%	nt
Cc1onc(-c2ccccc2Cl)c1C(=O)Nc1ncn[nH]1	-4%	23%	0%	-8%	-3	-2%	-5%	3%	?
O=C(Cn1cnc2c(OCc3ccccc3)ncnc21)NCCCN1CCCC1=O	1%	12%	-4%	-18%	-1	nt	nt	0%	nt
Cc1ccc(C)c(S(=O)(=O)N2CCCCC2CCNC(=O)C(=O)NC2CC2)c1 (stereo unspecified)	-11%	12%	-5%	-14%	-5	nt	nt	35%	nt
CC(C)N1CCc2c(sc(NC(=O)c3ccc(C(=O)c4ccccc4)cc3)c2C(N)=O)C1	?	63%[activator]	-2%	-11%	3	?	7%	-7%	17%
CCCCNC(=O)CCc1c(C)nc2nc(-c3cc(OC)cc(OC)c3)nn2c1C	7%	-3%	-3%	-4%	5	-5%	1%	14%	9%
Cc1nc2sc(C(=O)c3ccccc3)c(N)c2c2c1CCCC2	-11%	2%	4%	-24%	-6	-15%	-10%	6%	-16%
CCOc1ccc(NC(=O)c2ccc3c(c2)CCN3S(=O)(=O)CC)cc1	-10%	-22%	-2%	-4%	-8	-3%	-17%	nt	?
O=C(O)c1ccc(-c2cccc(Cl)c2)o1	-16%	-6%	0%	3%	-3	nt	nt	nt	nt
COc1ccc(C(=O)NNC(=O)C(C)NC(=O)c2ccccc2NC(=O)c2ccco2)cc1 (stereo unspecified)	-19%	45%[activator]	-1%	-10%	-6	-1%	-1%	4%	13%
O=C(Nc1ccc(N2CCN(C(=O)c3ccccc3)CC2)cc1)c1ccc2c(c1)OCO2	-3%	0%	-2%	-10%	0	-16%	-1%	-2%	1%
CCOc1ccccc1C(=O)NC1CCN(Cc2nnnn2C2CCCC2)CC1	-3%	11%	-3%	-1%	-9	-14%	0%	0%	24%
Cc1cccc(NC(=O)C2CC(=O)N/C(=N/N=C/c3ccco3)S2)c1 (stereo unspecified)	-8%	-3%	-4%	-9%	-10	5%	-2%	15%	63%
CCCc1ccc(NC(C)C(=O)Nc2ccc(S(=O)(=O)N3CCOCC3)cc2)cc1 (stereo unspecified)	-7%	12%	-4%	-30%	-1	nt	nt	2%	nt
CC(C)(C)S(=O)N1Cc2cc(=O)n(Cc3ccccc3)c(CCO)c2[C@@H]1CCO (stereo partly specified)	-10%	37%[activator]	-2%	-16%	-3	nt	nt	nt	nt
COC(=O)c1c(NC(=S)Nc2ccccc2Cl)sc(C)c1C	-9%	8%	3%	4%	-11	45%[activator]	-2%	-9%	13%
COc1cccc(-c2cc(=O)c3cc(O)ccc3o2)c1	-6%[19.4 µM]	nt	0%	nt	nt	nt	-6%	-7%	nt
Cc1cc(C)c(NC(=O)C2CC(=O)N(C(C)C)C2)c(C)c1 (stereo unspecified)	0%	45%[activator]	-4%	-15%	-3	1%	2%	6%	?
CCC(C)N(C(=O)COC(=O)C1C(C(=O)OC)=C(C)NC(C)=C1C(=O)OC)C1CCS(=O)(=O)C1 (stereo unspecified)	2%	27%	0%	-12%	-4	3%	-5%	13%	48%
NC(=O)CSc1nc2ccccc2c(=O)n1Cc1ccco1	2%	-5%	-4%	-16%	-4	1%	-2%	3%	22%
COc1ccc(NC(=O)C2CCCN2S(=O)(=O)c2cccc3nsnc23)c(OC)c1 (stereo unspecified)	13%	3%	0%	-10%	1	-6%	6%	55%[activator]	54%
Cc1ccc(C(=O)NCc2ccccn2)cc1S(=O)(=O)N1CCOCC1	-3%	20%	-5%	-24%	-12	nt	nt	-4%	nt
COc1ccc(C(CNC(=O)CCNS(=O)(=O)c2ccc(C)cc2)N2CCOCC2)cc1 (stereo unspecified)	-7%	85%[activator]	-5%	-21%	1	nt	nt	11%	nt
COc1ccccc1CNc1ncnc2c1nnn2C	-7%[60.1 µM]	4%	-2%	-12%	-8	-4%	1%	nt	37%[activator]
COc1ccc(OCC(=O)NS(=O)(=O)c2ccc(Cl)cc2)cc1	-4%	20%	-7%	-8%	-4	2%	-2%	41%[12.4 µM]	28%
CC1=C(C(=O)OCC(C)C)C23C(=O)c4ccccc4C2(O1)OC(N)=C3C#N (stereo unspecified)	0%	27%	-3%	0%	13	?	-15%	-7%	0%
Cc1cccc(C)c1OCc1cc(C(=O)NCC2COCCO2)no1 (stereo unspecified)	-4%	-3%	0%	-9%	1	-12%	-4%	31%	0%
Cn1c(=S)c2[nH]c(SCC3CCCO3)nc2n(C)c1=O (stereo unspecified)	-9%	5%	-1%	-6%	3	nt	nt	nt	nt
COc1ccc(CN2CCNC(=O)C2CC(=O)NCCc2nc(C)c3c(n2)CCC3)cc1C (stereo unspecified)	7%	5%	-2%	-1%	-3	-16%	0%	19%	28%
CN1CCN(C(=S)NC(=O)/C=C/c2ccccc2)CC1	-7%	3%	-2%	-4%	-6	-5%	3%	-2%	-2%
CC(C)(C)NC(=O)Cn1c(-c2nonc2N)nc2ccccc21	-4%	18%	-2%	-6%	-6	-8%	0%	16%	23%
Cc1cccn2c(CN(C)C3CCOC3)c(C(=O)N3CCCCC3)nc12 (stereo unspecified)	12%	2%	-1%	1%	2	-10%	4%	2%	6%
O=C1/C(=C2\C(=O)N(Cc3ccc(F)cc3)c3ccccc32)SC(=S)N1CCS(=O)(=O)O	-17%	-12%	-6%	-13%	5	-10%	-17%	1%	?
N#CC(C#N)=C(N)/C(C#N)=C/c1ccc(O)cc1	-15%[60.1 µM]	-10%[58.9 µM]	-3%	-11%[57.1 µM]	nt	nt	nt	6%	20%[57.1 µM]
O=C(NCCCc1ccccc1)c1ccc2c(c1)sc1nc(-c3ccc(F)cc3)cn12	-3%	-5%	-1%	-3%	-10	?	-2%	nt	8%
CC(C)[C@H](NC(=O)c1ccccc1)C(=O)O	-7%	-10%	-1%	-1%	-8	-2%	-5%	1%	-12%
Cc1cnc(CN(C)C(=O)c2ccc3oc(Cc4ccc(Cl)cc4)nc3c2)[nH]1	3%	29%	-2%	-8%	-2	-1%	-2%	29%	1%
CCN(CC)C(=O)CSc1nnc2nnc3cc(OC)ccc3n12	-11%	49%[activator]	-5%	-3%	15	33%[activator]	-5%	-5%	4%

2 entries from above, set out differently.
COc1ccc(CN2CCNC(=O)C2CC(=O)NCCc2nc(C)c3c(n2)CCC3)cc1C (stereo unspecified)
  Pol kappa inh = 7%
  POLI inh = 5%
  Glioma ERSR ind = -2%
  Pol eta inh = -1%
  LDHA inh = -3
  Anesthetic bind = -16%
  BLM helicase inh = 0%
  APEX1 inh = 19%
  POLB inh = 28%

CN1CCN(C(=S)NC(=O)/C=C/c2ccccc2)CC1
  Pol kappa inh = -7%
  POLI inh = 3%
  Glioma ERSR ind = -2%
  Pol eta inh = -4%
  LDHA inh = -6
  Anesthetic bind = -5%
  BLM helicase inh = 3%
  APEX1 inh = -2%
  POLB inh = -2%

Source: PubChem BioAssay (National Center for Advancing Translational Sciences (NCATS))
